MsrA inhibitor = inhibits bovine methionine sulfoxide reductase A; purified bovine MsrA, absorbance read-out; inhibition, % at 15.5 µM; 0.75% of 360,000 active; AID 651718; in the data active = inhibition above about 4.5%;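 note: 0% = vehicle wells with enzyme and 100% = reference inhibitor wells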
MsrA act = activates bovine MsrA enzyme | purified bovine MsrA, absorbance read-out | activation, % at 10.6 µM | 0.3% of 360,000 active | AID 602163; in the data active = activation above about 7.5%;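 note: 0% = vehicle and 100% = reference activator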
Neddylation inh = cullin neddylation inhibition. 0.58% of 360,000 active. calls only at 25 µM. TR-FRET cullin neddylation, biochemical; in the data active = inhibition above about 36%
CendR NRP1 mod = alters CendR peptide binding to human NRP-1; FAM-RPARPAR peptide binding to NRP-1, fluorescence polarization; inhibition, % at 25 µM; O14786; 0.85% of 360,000 active; AID 602438;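 active = inhibition or corrected inhibition above about 18%, plus a signal ratio from 0.5 to 1.5, limit read from the data, passing the limit was not always enough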; note: strong numbers were not always called active
MT1-MMP act inh = MT1-MMP (human) activation inhibition | P50281 | HT1080 RFP-PRO-GFP cells, GFP/RFP ratio fluorescence, overnight; percent of plate control window, DMSO zero | GFP/RFP ratio change, % at 20 µM | 0.061% of 360,000 active;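 active = GFP/RFP ratio change of at least 30% with cell ATP level not reduced by more than half and red fluorescence within 50% of control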; note: strong numbers were not always called active
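Test system: HT1080 cells expressing an RFP-PRO-GFP fluorescent reporter construct / Compound dosing: single-point 20 µM compound, 1% DMSO / Schedule: cells overnight before dosing, compound overnight, 37 °C, 5% CO2 / Evaluation: GFP/RFP fluorescence ratio / Control set: DMSO and RFP-L50D-GFP cell wells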
FAS-TE inh = inhibitors of human fatty acid synthase thioesterase domain. recombinant FAS-TE, OMFH fluorogenic substrate, fluorescence endpoint. inhibition, % at 15 µM. 0.67% of 360,000 active. AID 602261;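 active = compounds whose normalised, plate-corrected inhibition of enzyme fluorescence in the single-dose primary screen is 50% or more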;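 note: 0% = DMSO with enzyme and 100% = substrate without enzyme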
SKN-1 block = C. elegans SKN-1 inhibition. inhibition, % at 21.8 µM. C. elegans VP596 Pgst-4::GFP/RFP ratio, acrylamide-induced, 24 h. 0.49% of 360,000 active;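 active = interference check ratio from 0.5 to 1.5 plus GFP to RFP signal ratio inhibition reaching or exceeding a fixed threshold, cut at about 30% in these data, passing the limit was not always enough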; note: some compounds called inactive have numbers as strong as hits
Rin1-Abl PPI inh = inhibitors of human Rin1-Abl protein interaction | P00519+Q13671 | TR-FRET Rin1/Abl binding, biochemical | inhibition, % at 7.35 µM | 0.4% of 360,000 active; in the data active = inhibition above about 5%, passing the limit was not always enough
eLon inh = inhibitors of E. coli Lon protease; purified E. coli Lon protease, fluorescence polarization; 0.42% of 360,000 active; inhibition, % at 7.94 µM; AID 602123; in the data active = inhibition above about 13%, passing the limit was not always enough;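 note: 0% = enzyme with probe and DMSO and 100% = no enzyme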
* hit, by the source's call; i = inactive; x = no result given.

SMILES	MsrA inhibitor	MsrA act	Neddylation inh	CendR NRP1 mod	MT1-MMP act inh	FAS-TE inh	SKN-1 block	Rin1-Abl PPI inh	eLon inh
CCOC(=O)N1CCC2(CC1)C(C#N)=C(N)Oc1c2sc2nc(C)cc(C)c12	-0.5	-1	i	10	-52	18	25	0	-12
O=C1c2ccccc2C(=O)N1C1C=CC=CC=C1	-1.3	1	i	4	2	0	1	-1	-11
CC(C)C(=O)NC(=S)Nc1ccc(S(=O)(=O)N(C)Cc2ccccc2)cc1	0.4	0	i	-1	0	20	21	-3	3
CC(=O)N1CCC(C(=O)Nc2ccc3c(c2)CCC3)CC1	0.4	-5	i	13	1	-8	-3	1	6
O=C(Nc1ccc2c(c1)OCO2)C1CC(c2ccc(F)cc2)=NO1 (centres undefined)	0.6	-6	i	7	2	0	9	-2	5
O=C(c1ccco1)c1nc2c(n1O)CCCCC2	2.1	-5	i	0	-4	-4	17	-2	-7
N/C(=N\OCC(=O)Nc1ccccc1)c1nonc1N	-0.4	-8	i	7	4	-9	2	3	-12
O=C(O)CSCC(=O)NCc1ccc(Cl)cc1Cl	-1.3	-3	i	-4	-7	-3	-4	0	-1
N=c1c(C(=O)NCC2CCCO2)cc2c(=O)n3ccccc3nc2n1Cc1ccco1 (centres undefined)	1.3	-2	x	17	-1	1	15	-3	6
C[C@@H](C(=O)OCC(=O)c1ccc(F)c(F)c1)N1C(=O)C2CCCCC2C1=O (some centres undefined)	-0.8	-7	i	1	1	-1	-6	2	3
Cc1cccc(N(CC(=O)N2CCCC2)S(=O)(=O)c2ccccc2)c1	0.7	1	i	4	0	-7	-3	-4	-1
CC(=O)n1nc(-c2ccco2)nc1N	0.3	3	i	23	4	-7	7	-2	-6
COc1ccc(C2Nc3ccccc3C(=O)N2c2ccc(C)cc2)cc1COc1ccccn1 (centres undefined)	-0.2	-6	x	0	4	-3	2	-2	3
CCN(C1CCCCC1)S(=O)(=O)c1cc(C)ccc1OC	0.3	-1	i	-3	-2	8	-3	1	2
CC(=O)NCCC(=O)N1CCc2c([nH]c3ccccc23)C1c1cccc(Cl)c1 (centres undefined)	-0.3	-1	i	13	-1	2	10	0	-1
COc1ccc(NC(=O)c2cc(S(=O)(=O)N3CCc4ccccc43)cn2C)cc1	1.1	-4	i	0	1	20	-12	-2	0
CCCCOc1ccc(C(CC(=O)NC)C(=O)O)cc1 (centres undefined)	0.7	-2	i	-3	4	-6	-2	-2	-6
CCC(CC)NC(=O)Nc1ccccc1C	-0.9	-2	i	-1	0	-9	8	1	-14
O=C(NCc1ccco1)c1csc(Nc2ccccc2Cl)n1	0.5	-10	i	-17	2	5	-3	-6	8
CCC[C@H]1CN(c2ccc(OC)cc2)C(=O)[C@@H]1CC(=O)NC	0.5	-2	i	-12	3	-9	-3	0	-3
COC(=O)C[C@@H]1C=C[C@@H](NC(=O)Nc2cccc(F)c2)[C@@H](CO)O1	-1.2	x	i	3	2	x	-13	x	x
Cn1ncc2c(NNC(=O)c3ccc(Cl)c(Cl)c3)ncnc21	0.4	2	i	0	7	0	-8	-5	-14
COc1ccccc1OCCNC(=O)C1CC(=O)N(Cc2ccccc2)C1 (centres undefined)	-0.6	0	i	-11	1	1	9	0	-10
O=C(/C=C/c1ccccc1)N1CCN(c2ccccn2)CC1	1.4	-1	i	3	0	-3	9	-1	6
CCc1ccc2[nH]cc(C(=O)N3CCCCCC3)c(=O)c2c1	0.5	-5	i	2	1	-4	5	5	-1

Some of these compounds in order of their number in SKN-1 block, descending.
| smiles | SKN-1 block |
| --- | --- |
| CCC(CC)NC(=O)Nc1ccccc1C | 8 |
| O=C1c2ccccc2C(=O)N1C1C=CC=CC=C1 | 1 |
| CCCCOc1ccc(C(CC(=O)NC)C(=O)O)cc1 (centres undefined) | -2 |

Returning to the listing, starting four compounds before the break.
SMILES	MsrA inhibitor	MsrA act	Neddylation inh	CendR NRP1 mod	MT1-MMP act inh	FAS-TE inh	SKN-1 block	Rin1-Abl PPI inh	eLon inh
Cn1ncc2c(NNC(=O)c3ccc(Cl)c(Cl)c3)ncnc21	0.4	2	i	0	7	0	-8	-5	-14
COc1ccccc1OCCNC(=O)C1CC(=O)N(Cc2ccccc2)C1 (centres undefined)	-0.6	0	i	-11	1	1	9	0	-10
O=C(/C=C/c1ccccc1)N1CCN(c2ccccn2)CC1	1.4	-1	i	3	0	-3	9	-1	6
CCc1ccc2[nH]cc(C(=O)N3CCCCCC3)c(=O)c2c1	0.5	-5	i	2	1	-4	5	5	-1
N/C(COc1ccccc1)=N\NC(=O)c1cccnc1Oc1ccccc1	-0.7	-1	i	18	0	-1	15	-1	2
Cc1ccc(-c2cc(C(=O)O)n(-c3ccc(S(N)(=O)=O)cc3)n2)cc1	-0.1	-2	i	16	-2	-13	6	3	-3
COCCOC(=O)c1[nH]c2c(c1C)C(=O)CC(c1ccc(OC)cc1)C2 (centres undefined)	-1.3	-3	i	1	2	-1	11	-1	7
CC(=O)c1ccc(NC(=O)CCn2c(=S)oc3ccccc32)cc1	0.1	-1	i	1	1	10	-5	1	3
O=C(C1CC1)N1CCN(c2ccc([N+](=O)[O-])cc2)CC1	0.8	-6	i	1	6	0	1	-5	-7
Cc1ccc(C(=O)N(Cc2nnc(-c3ccc(Cl)cc3)o2)C2CC2)o1	0.6	-5	i	-2	0	2	26	1	7
CCn1c2ccccc2c2nnc(SCCN3CCCCC3)nc21	3.1	-2	i	15	-5	0	7	-6	-18
CCOC(=O)C(C(=O)N(C)C)c1ncc(C(F)(F)F)cc1Cl (centres undefined)	-0.6	-10	i	4	2	-9	-1	5	1
CC1(C)Cc2ccccc2C(=C(C#N)C#N)N1	-0.3	-4	i	-4	-3	-6	5	1	-1
Cc1ccc2c(c1)N=C(c1ccccc1)CC(C(Cl)Cl)=N2	1.6	-3	i	-31	-14	14	10	0	-17
CCOc1ccc2[nH]c(=O)c(CN(CCN3CCOCC3)Cc3nnnn3C(C)(C)CC)cc2c1	1.2	-2	x	4	-6	-6	16	-1	1
CC(C)Cc1nnc(NC(=O)CSc2ncn[nH]2)s1	-0.2	0	i	-6	2	-4	20	-5	-1
CC(C)(C)c1ccc(C(=O)N2CCN(CCNC(=O)C(=O)NCc3ccc(Cl)cc3)CC2)cc1	x	-8	i	1	8	18	-24	-3	12
CC(=O)Nc1ccc(NC(=O)C2CCN(C(=O)c3ccc([N+](=O)[O-])cc3)CC2)cc1	0.7	-2	i	8	2	-7	5	1	-1
CCOc1cc(/C=N/NC(=O)c2ccc(-c3csc(Nc4ccc(C)cc4)n3)cc2)ccc1OCC(=O)O	0.4	-5	x	-45	5	6	6	-1	-3
COC(=O)[C@H]1[C@@H](C)N(CCc2cc(OC)c(OC)c(OC)c2)C(=O)N[C@H]1c1ccccc1	-1.4	-3	i	-8	1	-4	4	3	1
O=C(Nc1ccccc1)c1cnc(-c2ccccc2)nc1-c1ccccc1	0.4	1	i	-9	-7	14	30	2	0
CS(=O)(=O)N(CC(=O)N1CCN(Cc2ccccc2)CC1)c1ccc2c(c1)OCCO2	0.0	-2	i	1	4	-8	9	-1	-9
Cc1cccc(N2CCN(CC(=O)Nc3nccs3)CC2)c1C	-0.1	0	i	-7	-1	-4	-11	3	-18
Cc1cc(C(=O)COc2ccc(Br)cc2F)c(C)n1CC1CCCO1 (centres undefined)	0.1	-3	i	-2	6	-4	-4	2	-2
C/C(=N\NC(=O)CNC(=O)c1cccs1)c1ccc(Cl)c(Cl)c1	0.4	1	i	12	2	26	16	2	-12
CC(C)c1ccc(NC(=O)CSc2nnc(-c3ccccn3)n2C)cc1	0.5	0	i	8	1	-2	3	5	10
O=C1CC(c2ccccc2)CC2=C1C1(CCCC1)N=C(Nc1nc3ccccc3o1)N2 (centres undefined)	-0.8	-5	i	-28	-25	69*	-2	1	-2
Cc1ccccc1S(=O)(=O)c1cc2ccccc2nc1N	0.1	-3	x	3	-3	5	6	1	0
FC(F)(F)c1ccc(Cl)c(-n2c(Cc3cccs3)n[nH]c2=S)c1	-1.3	-1	i	12	2	-5	7	0	0
Next section.
SMILES	MsrA inhibitor	MsrA act	Neddylation inh	CendR NRP1 mod	MT1-MMP act inh	FAS-TE inh	SKN-1 block	Rin1-Abl PPI inh	eLon inh
O=C(CCC(=O)N1CCOCC1)NCc1cccc(C(F)(F)F)c1	-1.7	-1	i	2	1	-2	9	4	-4
CC[C@]12c3[nH]c4cc(-c5ccco5)ccc4c3CCN1C(=O)[C@@H](CC(=O)NCC13CC4CC(CC(C4)C1)C3)C[C@@H]2C(=O)N1CCN(C(=O)c2ccco2)CC1	2.4	-5	x	-54	-3	20	1	-1	-7
O=C(NNc1ccc([N+](=O)[O-])cc1[N+](=O)[O-])c1ccco1	x	-5	i	4	7	15	10	-3	-1
CCOC(=O)c1cnc(SC)nc1Nc1cccc(F)c1	-1.5	-1	i	-6	-1	20	5	0	-4
O=C(CCN1C(=O)c2ccccc2C1=O)Nc1ccc(S(=O)(=O)NC2=NCCCCC2)cc1	-0.2	-2	i	12	-4	-6	3	-2	9
Cn1c(CNc2cccc(Cl)c2)nnc1SCC(=O)OC1CCCCC1	0.9	-1	i	2	4	3	11	2	2
CCCCOC(=O)CCc1nc2ccccc2[nH]1	-0.4	-4	i	4	-3	-6	-1	-3	7
CCOc1ccc(CC(=O)C2C(=O)CC(C)(C)CC2=O)cc1OCC	1.1	1	i	-1	2	-10	17	-2	-1
Cc1cc(C)n(CC(O)Cn2c3ccccc3c3ccccc32)n1 (centres undefined)	-0.5	2	i	7	1	-1	4	0	-3
O=C1C=C(c2ccc(F)c(Cl)c2)C[C@@H](c2ccc(F)cc2)C1	0.2	-2	i	24*	-3	48	18	3	0
CCOc1ccc(Nc2ccc(N3C(=O)CCC3=O)cc2[N+](=O)[O-])cc1	0.0	-3	i	-4	8	26	2	1	2
Cc1ccccc1-n1nc(SCC(=O)O)sc1=S	1.8	-4	i	-2	1	-4	3	2	-2
CC(C)N1CCC(N2CCN(Cc3ccc(-c4ccccc4Cl)o3)CC2CCO)CC1 (centres undefined)	1.2	-8	i	5	1	-1	4	0	-5
COC(=O)c1ccc(C(C(=O)NCc2ccccc2)N(Cc2cccs2)C(=O)c2cnccn2)cc1 (centres undefined)	0.5	0	i	-7	4	12	19	-3	0
Cc1onc(-c2ccccc2)c1C(=O)N/N=C/c1cccc(O)c1	-1.0	-3	i	-2	-1	-11	-4	-3	-8
Cc1ccc(SCc2noc(C(=O)NCC3CCCO3)c2C(=O)O)cc1C (centres undefined)	-0.9	-1	i	15	4	-10	7	5	-2
O=C(O)c1cccc(NC(=O)c2ccc3c(c2)C(=O)N(c2cccc([N+](=O)[O-])c2)C3=O)c1	-1.1	-3	i	0	2	-4	-10	-3	4
CCOC(=O)C1CCN(C(=O)COC(=O)c2nc3nc(C)cc(C)n3n2)CC1	-0.2	-7	i	2	0	-8	4	1	6
CC1(C)CC(=O)C=C(c2ccc3c(c2)OCO3)C1	2.4	0	i	2	1	-6	0	-2	11
CC1=[N+](C)N(c2ccccc2)C(=O)C1N=Cc1ccc(Cl)cc1 (centres undefined)	-1.8	-1	i	13	4	-6	-1	-1	5
CC1(C)C(=O)C=CC(=O)C(C)(C)C(=O)C=CC(=O)C(C)(C)C2=CC=C(O2)C(C)(C)C(=O)C=CC1=O	-0.6	-2	i	-5	-4	-4	25	0	10
O=C(Nc1nc(-c2ccccc2)cs1)c1cccnc1	0.5	-4	i	-4	9	-3	1	0	-9
CS/C(N)=N/N=C/c1c(O)ccc2ccccc12	1.9	-4	i	-2	1	0	9	-5	2
Cc1cc2[nH]c(=O)c(=O)[nH]c2cc1S(=O)(=O)N1CCN(c2cccc(C)c2C)CC1	0.9	-2	i	-15	0	12	5	-3	2
Fc1ccc(CNc2ccc(N3CCN(Cc4ccccc4)CC3)cc2)cc1	-1.5	-1	i	-2	8	18	14	-1	-12

Bioassay records deposited in PubChem BioAssay by several laboratories.
